Hsp70 inhibitors – Hsp70 inhibitors, probe displacement, primary screen, biochemical, fluorescence polarization (AID 583) | Hsp70 fluorescence polarization probe displacement, mP; higher % means a stronger effect | one-dose displacement, % at 20 µM; IC50 in µM for titrated hits | 140,000 tested, 0.06% active; in the data active means displacement above about 50%;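 further: plate controls were vehicle for no effect and reference ligand for full effect; a part of the inactive calls stands beside numbers as strong as those of hits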
MKP-3 inhibition – MKP-3 phosphatase inhibitors, primary screen, biochemical, rat enzyme, in vitro (AID 425); recombinant MKP-3 phosphatase activity, fluorescence; higher % means a stronger effect; one-dose inhibition, % at 20 µM; IC50 in µM for titrated hits; 110,000 tested, 0.17% active; in the data active means inhibition above about 50%;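 further: plate controls were vehicle for no effect and reference inhibitor for full effect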
Numbers without * were called inactive; nt = not tested or not shown; & = joins results of further samples. A portion of the library; rates above refer to the full screens.

Under each structure: Hsp70 inhibitors, MKP-3 inhibition
> CN(C)/C=C1\N=C(c2ccc([N+](=O)[O-])cc2)OC1=O
→ -2.2%, 0%
> O=C(NCCc1ccc(F)cc1)C(=O)NC1CC1
→ -2.7%, -1%
> COc1cc(C2Nc3ccc4ncccc4c3C3=C2C(=O)CC(C)(C)C3)cc(OC)c1O (configuration not stated)
→ -3.6%, nt
> Cc1ccc(NC2=NCC(=O)N2Cc2ccccc2)c(C)c1
→ -6.4%, nt
> CCOc1ccc(NC(=O)Cc2ccc(Br)cc2)cc1
→ 3.7%, 2%
> COc1ccc(-c2cn3cc(Cl)ccc3n2)cc1Br
→ -1.2%, 2%
> Fc1ccc(NC(=S)Nc2ccc(I)cc2)cc1
→ -3.4%, 7%
> O=C(O)/C(=C\c1ccccc1)NC(=O)c1ccccc1I
→ -5.2%, 4%
> CCOC(=O)c1c(NC(=O)COc2ccccc2)sc(C(=O)Nc2ccccc2F)c1C
→ -3.7%, 2%
> C=CCN1C(=O)C(O)(CC(=O)c2ccccc2)c2ccccc21 (configuration not stated)
→ -1.1%, -20%
> COCCCn1c(SCC(=O)Nc2ccc(C(=O)OC)cc2)nc2ccccc2c1=O
→ 3.1%, -11%
> COc1ccccc1-n1c(-c2cccnc2)n[nH]c1=S
→ 6.6%, -8%
> CCN(CC)CCNc1c(N)c(=O)oc2ccccc12
→ 7.3%, 1%
> COc1ccccc1N1CCN(C(=S)Nc2ccccc2)CC1
→ -4.7%, -1%
> Cc1ccccc1NC(=O)C1CCCN(S(=O)(=O)c2cccc3cccnc23)C1 (configuration not stated)
→ -0.7%, 1%
> CCCCP(=O)(CCCC)Cc1ccccc1
→ 1.0%, nt
> COc1ccc(C2CC(=O)C3=C(C2)Nc2ccccc2NC3c2ccc(SC)cc2)cc1 (configuration not stated)
→ -1.4%, 0%
> COc1ccc(C(=O)Nc2cccc(C)c2)cc1S(=O)(=O)N1CCOCC1
→ 1.8%, -6%
> COc1ccc(N2C(=O)c3ccc(-c4nc5ccccc5c(=O)o4)cc3C2=O)cc1OC(C)=O
→ 4.8%, -2%
> COc1ccc(CC(=O)Nc2ccc(-c3nnc(-c4ccc(C)cc4)o3)cc2)cc1
→ -3.3%, 12%
> c1ccc(Cn2nnnc2CN2CCCC2)cc1
→ 2.4%, 0%
> Cc1ccc(OCCNS(=O)(=O)c2cccs2)cc1
→ -16%, -12%
> C=COCCNC(=O)C(=O)Nc1ccccc1
→ -1.8%, 4%
> CCOc1ccc2cc(S(=O)(=O)n3ccnc3)ccc2c1
→ 0.0%, 2%
> Cc1ccc2nc(-c3ccc([N+](=O)[O-])cc3)cn2c1
→ 1.3%, 2%
> O=C(Nc1ccc(I)cc1Cl)c1ccc(Cl)c(Cl)c1
→ -3.5%, 3%
> CCOC(=O)c1c(-c2ccc(C)o2)csc1NC(=O)CN1CCOCC1
→ -4.5%, nt
> C/C(=C\C(=O)O)C12CC3CC(CC(C3)C1)C2
→ -0.5%, nt
> CC1=C(C(=O)OC(C)C)C(c2ccc(F)cc2)C(C(=O)OC(C)C)=C(C)N1
→ 2.1%, 1%
> COCCNC(=O)c1csc2c1CCCC2
→ 1.9%, 4%

Brought forward from above: seven entries; new compounds follow.
Under each structure: Hsp70 inhibitors, MKP-3 inhibition
> CCOc1ccc2cc(S(=O)(=O)n3ccnc3)ccc2c1
→ 0.0%, 2%
> Cc1ccc2nc(-c3ccc([N+](=O)[O-])cc3)cn2c1
→ 1.3%, 2%
> O=C(Nc1ccc(I)cc1Cl)c1ccc(Cl)c(Cl)c1
→ -3.5%, 3%
> CCOC(=O)c1c(-c2ccc(C)o2)csc1NC(=O)CN1CCOCC1
→ -4.5%, nt
> C/C(=C\C(=O)O)C12CC3CC(CC(C3)C1)C2
→ -0.5%, nt
> CC1=C(C(=O)OC(C)C)C(c2ccc(F)cc2)C(C(=O)OC(C)C)=C(C)N1
→ 2.1%, 1%
> COCCNC(=O)c1csc2c1CCCC2
→ 1.9%, 4%
> C=CCn1c(SCC(=O)Nc2sccc2C(N)=O)nc2sc(CC)cc2c1=O
→ -1.6%, nt
> CCCCOc1ccc(S(=O)(=O)NCc2cccnc2)cc1
→ -2.0%, -1%
> COc1ccc(-n2c(Cc3cccn3C)nnc2SCC(=O)NCCc2ccccc2)cc1
→ 12%, -1%
> COc1ccccc1NC(=O)c1c(C)cc(=O)oc1C
→ -0.8%, -5%
> O=C(c1cccs1)N1CCN(Cc2ccc(Br)cc2)CC1
→ -4.0%, 3%
> CCCCN(CCNP(=O)(OCC)OCC)CP(=O)(OCC)OCC
→ 7.6%, nt
> Cc1ccc(C(=O)O)cc1-c1ccc(/C=C2/NC(=O)N(c3ccccc3)C2=O)o1
→ 18%, nt
> COc1ccc(NC(=O)N2CCN(c3ccccn3)CC2)cc1
→ -5.4%, 1%
> CCOc1ccccc1NC(=O)COc1cccc(-n2cnnn2)c1
→ 5.1%, -4%
> COc1ccc(C(=O)NCCn2cc(SCC(=O)NCc3ccco3)c3ccccc32)cc1
→ 0.2%, -4%
> CCOC(=O)C1CCCN(Cc2cc(OC)c(O)c(OC)c2)C1 (configuration not stated)
→ 1.9%, -3%
> COc1ccc(CNc2cccc(SC)c2)c(OC)c1
→ -5.5%, 5%
> O=C(NCCc1ccccc1)C1CCN(S(=O)(=O)c2ccccc2)CC1
→ -2.2%, nt
> COCCCn1c(=O)c2ccccc2c2ccccc2c1=O
→ -7.1%, -8%
> Cc1ccccc1/[N+]([O-])=C/c1cccs1
→ 0.9%, 5%
> CN(Cc1ccccc1)C(=O)N[C@@H](Cc1ccccc1)C(=O)O
→ 0.5%, -6%
> O=C(Nc1ccncc1)C1CC1c1ccccc1 (configuration not stated)
→ 0.4%, nt
> CC(O)c1nc2ccccc2n1Cc1ccccc1 (configuration not stated)
→ 4.1%, 1%
> COc1ccccc1C(=O)Nc1ccccc1[N+](=O)[O-]
→ -3.7%, -1%
> COC(=O)c1ccc(C2C(C(C)=O)=C(O)C(=O)N2CCO)cc1 (configuration not stated)
→ 1.2%, -9%
> CCOC(=O)c1[nH]c(C)c(C(=O)Nc2ccccc2C)c1C
→ 1.4%, 0%
> CCN(CC)C(=O)CC(c1ccc(F)cc1)c1ccco1 (configuration not stated)
→ nt, -11%
> O=C1C(=O)N(c2cccnc2)C(c2ccc(O)cc2)/C1=C(\O)c1ccccc1 (configuration not stated)
→ 4.4%, 2%
> Nc1nnc(SCC(=O)c2ccc3c(c2)Cc2ccccc2-3)s1
→ -1.3%, 1%
> COc1ccc(CC(=O)N2CCNC2=O)cc1
→ 2.9%, 5%
> O=C(c1ccc(F)cc1)N1CCCCC(Sc2nnc3ccccn23)C1=O (configuration not stated)
→ nt, 6%
> CCn1c(SCc2nc3ccccc3c(=O)[nH]2)nc2ccccc2c1=O
→ 3.0%, nt
> O=C1C(=Cc2cn(Cc3ccc(Cl)cc3)c3ccccc23)C(=O)c2ccccc21
→ 2.5%, 1%
> COc1ccc(Cc2nc3ccccc3n2CC(=O)NN)cc1OC
→ 5.1%, 2%
> Cc1cc(SCC#N)n2nc(C)c(-c3ccccc3)c2n1
→ -6.6%, 2%
> COc1ccc(/C(O)=C2\C(=O)C(=O)N(CCCO)C2c2ccc(Br)cc2)cc1 (configuration not stated)
→ 3.9%, 3%
> CCc1ccccc1NC(=O)[C@H]1CC=CC[C@H]1C(=O)O
→ 1.2%, -1%
> O=S1(=O)C=C(SCCN2CCCCC2)c2ccccc21
→ 4.5%, -8%
> Cc1occc1C(=O)N1N=C(C2CC2)CC1(O)C(F)(F)F (configuration not stated)
→ 3.0%, nt
> COc1ccc(C2NCCC3(O)CCCCC23)c(OC)c1OC (configuration not stated)
→ -1.8%, 3%
> O=C(O)COc1ccc(N2C(=O)c3c(Cl)c(Cl)c(Cl)c(Cl)c3C2=O)cc1
→ 3.8%, 2%
> OC(COc1ccc(OCc2ccccc2)cc1)CN1CCOCC1 (configuration not stated)
→ -4.5%, 0%
> O=C(Nc1ccc(N2CCN(C(=O)c3ccccc3)CC2)c(Cl)c1)c1cccnc1
→ 1.2%, nt
> CC(=O)N1CCN(Cc2nc3cc(NC(=O)c4ccc(Cl)cc4)ccc3n2C)CC1
→ -0.3%, nt
> CCOc1cc2[nH]c(=S)n(CCN3CCCCC3CC)c(=O)c2cc1OCC (configuration not stated)
→ -2.5%, nt
> CCOc1cc(/C=C2/SC(=S)N(Cc3ccccc3)C2=O)ccc1OCc1ccccc1
→ -2.8%, 1%
> CSc1nc(C)c(C(=O)Nc2ccccc2)c(C)c1C#N
→ -1.6%&2.5%, -3%&3%
> O=C(NC1CCCC1)C(c1ccccc1)N(C(=O)c1ccco1)C1CCCC1 (configuration not stated)
→ -5.6%, nt
> Nc1c(C(=O)NCc2ccco2)nnn1CC(=O)Nc1ccccc1
→ -3.3%, nt
> c1ccc(N2CCN(Cc3cn4cccnc4n3)CC2)cc1
→ -4.3%, 4%
> NC(=O)c1nn2c(c1Cl)NC(c1ccco1)CC2C(F)(F)F (configuration not stated)
→ 2.8%, -8%
> Cc1cccc(NC(=O)Cc2ccccc2)c1C
→ -4.6%, 6%
> COc1ccccc1CNC(=O)CN(c1ccc(C)cc1)S(=O)(=O)c1ccc(F)cc1
→ -2.5%, 1%
> CCOc1ccccc1N(CC(=O)NC1CCCCC1)S(=O)(=O)c1ccccc1
→ -2.1%, 1%
> O=C1CC(C(=O)NCc2ccccc2)N=C(N2CCCCC2)N1 (configuration not stated)
→ 8.3%, -10%
> CCC(C)(C)NC(=O)C(c1ccccc1)N(Cc1cccs1)C(=O)Cn1nnc2ccccc21 (configuration not stated)
→ -1.0%, nt
> Cc1c(C)n(Cc2ccccc2)c2ncnc(N)c12
→ 5.8%, -4%
> Cc1ccc(NC(=O)c2ccc([N+](=O)[O-])cc2Cl)c(Br)c1
→ -3.2%, 0%
> c1ccc(CNc2ccc(-c3nc4ccccc4o3)cc2)cc1
→ 3.5%, 4%
> CCn1c(SCC(=O)Nc2ccccc2)nnc1-c1ccc(S(=O)(=O)N2CCOCC2)cc1
→ -2.3%, 1%
> CC(C)c1cc(NS(=O)(=O)c2ccc(Cl)cc2)cc(C(C)C)c1O
→ 3.9%, -4%
> O=C(Nc1ccc2nn(-c3ccccc3)nc2c1)C(Cl)(Cl)Cl
→ -2.6%, 7%
> CC1(C)CC(=O)C(C=NCCN2CCN(C(=O)c3ccccc3)CC2)=C(O)C1
→ 5.4%, 4%
> O=S(=O)(c1ccc(N2CCN(c3ccc(F)cc3)CC2)cc1)N1CCCC1
→ -0.4%, -2%
> CCOc1ccc(C(=O)Nc2ccccc2N2CCCC2)cc1
→ -8.2%, nt

Other results
Under each structure: Hsp70 inhibitors, MKP-3 inhibition
> CN1CCN(C(=O)C2(NC(=O)Nc3cccc(F)c3)CCCCC2)CC1
→ 1.2%, -1%
> O=c1nc(/C=C/c2ccc(N3CCCC3)cc2)cc(C(F)(F)F)[nH]1
→ -62%, 4%
> Cn1c(Cc2csc(N)n2)nnc1SC/C=C/c1ccccc1
→ 0.2%, 1%
> CC(=O)Nc1ccc(NC(=O)c2ccco2)c(C)c1
→ -0.2%, 2%
> Cc1cccc(C2OC3(C(=O)c4ccccc4C3=O)C3C(=O)N(c4ccccc4Br)C(=O)C23)c1 (configuration not stated)
→ 1.8%, 2%
> COC(=O)c1ccccc1NC(=S)NC(NC(=O)c1ccc(F)cc1)C(Cl)(Cl)Cl (configuration not stated)
→ -2.1%, 3%
> N#C/C(=C/c1ccco1)c1nc(-c2cc3ccccc3oc2=O)cs1
→ -3.2%, 3%
> CC(C)(C)c1cc(Br)ccc1OCC(=O)Nc1ccc2c(c1)OCCO2
→ -4.5%, 6%
> Cc1ccc(S(=O)(=O)Nc2ccc(S(=O)(=O)N3CCOCC3)cc2)cc1
→ 1.6%, -2%
> Clc1ccc(-c2ncnn2-c2cccc(Cl)c2)cc1
→ 2.9%, 2%
> C=CCN1C(=O)/C(=C\c2cc(C)n(-c3ccc([N+](=O)[O-])cc3)c2C)SC1=S
→ -4.8%, 0%
> CCOC(=O)C1CCN(S(=O)(=O)c2ccc(-n3cnnn3)c(C)c2)CC1
→ 1.3%, 1%
> Cc1c(C)c2cc(Cl)c(O)c(CN3CCN(C)CC3)c2oc1=O
→ -3.5%, -3%
> COC(=O)CCCN1C(=O)/C(=C/c2ccc(OC)cc2)SC1=S
→ 0.8%, 0%
> Cc1[nH]n(-c2ccccc2)c(=S)c1C=Nc1ccc(Br)cc1
→ 4.0%, 5%
> C=CCN(CC=C)C(=O)CCN1C(=O)c2ccccc2C1=O
→ 2.8%, 2%
> Cc1sc(NC(=O)CSc2nc(N)n(CC(=O)c3ccccc3)n2)c(C#N)c1C
→ 2.6%, -3%
> Cn1nc(CC(=O)N2CCN(c3ccccc3)CC2)c2ccccc2c1=O
→ -0.1%, -9%
> COc1ccc(S(=O)(=O)N2CCN(c3ccc4nnc(-c5ccc(F)cc5)n4n3)CC2)cc1
→ 7.3%, -7%
> COc1ccc(N=C2NC(=O)/C(=C\C=C\c3ccccc3)S2)cc1
→ -2.2%, 10%
> COc1ccc2nc(NC(=O)NC34CC5CC(CC(C5)C3)C4)sc2c1
→ -2.2%, -10%
> Cc1ccc(NC2=NCC(=O)N2CCc2ccccc2)cc1C
→ -2.8%, nt
> Nc1nc2n(n1)C(c1ccccc1)C=C(c1ccccc1)N2 (configuration not stated)
→ -0.4%, -1%
> O=C(O)CCc1nn2c3ccccc3nc2n(CCN2CCCCC2)c1=O
→ 5.1%, 8%
> CSc1cccc(NC(=O)C2CCN(S(=O)(=O)c3ccc(F)cc3)CC2)c1
→ -1.1%, 0%
> CCOC(=O)N1CCN(C(=O)Cn2ccc3ccccc3c2=O)CC1
→ 5.1%, 10%
> O=C(CCCn1c(=O)c2ccccc2n(Cc2ccccc2)c1=O)NCc1ccco1
→ nt, 1%
> Cn1c(=O)[nH]c(=O)c2c1nc(CN1CCN(c3cccc(Cl)c3)CC1)n2CCc1ccccc1
→ 1.8%, 3%
> O=C(Nc1cccc(Cl)c1)[C@@H]1C2C=CC(C2)[C@@H]1C(=O)O (some centres not stated)
→ 3.3%, 0%
